mcGAS lum: mouse cGAS inhibition by luminescence; recombinant cGAS, Kinase-Glo ATP depletion luminescence; AID 1259399; inhibition, % at 12.5 µM; Q8C6L5; 160,000 compounds, 0.15% hits;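 also: 0% = negative control wells and 100% = reference inhibitor with no enzyme activity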
NPYLR7 ag: mosquito NPYLR7 agonism | AID 1259423 | activation, % at 10 µM | 270,000 compounds, 0.15% hits | HEK293T NPYLR7/Galpha15, GCaMP6s calcium fluorescence; in the data active = activation above about 40%;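 also: 0% = vehicle and 100% = reference agonist at the receptor; some compounds past the cut are filed as inactive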
hcGAS lum: human cGAS inhibition | 290,000 compounds, 0.081% hits | recombinant h-cGAS, ATP depletion, Kinase-Glo luminescence | AID 1259398 | inhibition, % at 12.5 µM | Q8N884;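 also: 0% = vehicle reaction and 100% = reaction without DNA for no activity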
Target sequence (Q8N884 whole entry, looked up): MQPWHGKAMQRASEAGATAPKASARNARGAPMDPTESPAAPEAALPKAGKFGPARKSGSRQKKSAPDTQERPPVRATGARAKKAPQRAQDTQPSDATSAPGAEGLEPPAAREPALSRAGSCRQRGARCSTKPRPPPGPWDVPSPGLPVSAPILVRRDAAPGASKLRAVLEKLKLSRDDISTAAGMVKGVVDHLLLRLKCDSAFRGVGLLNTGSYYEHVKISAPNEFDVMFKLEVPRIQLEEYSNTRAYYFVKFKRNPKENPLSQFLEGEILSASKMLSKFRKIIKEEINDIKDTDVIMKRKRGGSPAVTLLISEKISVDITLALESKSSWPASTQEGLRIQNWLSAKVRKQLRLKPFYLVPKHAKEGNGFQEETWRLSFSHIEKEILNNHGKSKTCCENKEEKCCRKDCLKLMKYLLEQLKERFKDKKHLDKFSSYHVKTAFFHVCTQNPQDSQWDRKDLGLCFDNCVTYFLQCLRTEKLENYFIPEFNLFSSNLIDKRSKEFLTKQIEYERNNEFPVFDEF
* = called active by the depositor; . = not tested or not shown. Rule as the data show it, unless noted: active = inhibition above about 40%; inactive = the rest.

The line under a structure holds: mcGAS lum, NPYLR7 ag, hcGAS lum
- N#Cc1ccccc1CSc1nnc(NC(=O)CSc2ccccc2)s1
  -5, 1, -3
- COCCCNC(=O)C(NC(=O)c1cccc(OC)c1)C1CCN(C(=O)NC(C)C)CC1 (centres undefined)
  -5, 15, -7
- COc1ccc(-c2nc3scc(CCNS(=O)(=O)c4ccc(Cl)c(Cl)c4)n3n2)cc1
  -7, -11, -5
- Cc1ccccc1-c1nc(OCC(C)C)nn1-c1ccc(NC(=O)C(Cl)c2ccccc2)cc1 (centres undefined)
  -4, -6, -9
- Cc1ccc(C(C)C)c(OCC(=O)NNC(=O)c2ccccc2C)c1
  ., -2, -9
- CCOC(=O)N1CCC(NC(=O)c2cccnc2Nc2cccc(C)c2C)CC1
  -3, -10, -2
- CC(C)CNC(=O)c1csc(CN(CC(C)C)C(=O)Nc2ccc(Cl)c(Cl)c2)n1
  -6, 3, -6
- CC(C)(C)C(=O)NS(=O)(=O)c1ccc(F)cc1C(F)(F)F
  -17, 6, -10
- Cc1ccc(NC(=O)c2ccc(CSc3nc(Cl)cc(N4CCN(C/C=C/c5ccccc5)CC4)n3)cc2)cc1C
  -3, 7, -5
- CCC1CCCCN1Cn1nc(-c2ccc3c(c2)OCO3)oc1=S (centres undefined)
  ., 2, 1
- Cc1nnc(C(C)C)n1C1C[C@H]2CC[C@@H](C1)N2CC[C@H](NC(=O)C1CCC(F)(F)CC1)c1ccccc1 (some centres undefined)
  ., -3, -2
- COc1ccc(C(NC(=O)C2CCN(CCN3C(=O)c4ccccc4C3=O)CC2)c2cnccn2)cc1 (centres undefined)
  1, -15, 2
- COc1ccc(N2CCN(Cc3ccc4nsnc4c3)C(C)C2)cc1 (centres undefined)
  ., 4, -1
- COCCN(Cc1cccc(OS(=O)(=O)c2ccc(F)cc2)c1)C(=O)Nc1ccc(F)c(F)c1
  -5, -12, -7
- CCc1noc(C)c1C(=O)N(C)CC1COc2ccccc2O1 (centres undefined)
  ., -1, -5
- CCOC(=O)C1=C(CC)NC2=C(C(=O)CC(C)(C)C2)C1c1ccc(Cl)c(Cl)c1 (centres undefined)
  -1, -5, 3
- COc1ccc(C(C)(C)NC(=O)c2nc[nH]c2C)cc1OC
  -9, 1, -6
- CC(NC(=O)CCN(Cc1ccco1)c1nc(-c2ccc(F)cc2)nc2ccccc12)c1ccccc1 (centres undefined)
  1, -5, 3
- COc1cccc(C(=O)N2CCC(n3cnc4ccccc43)CC2)c1
  -6, ., -10
- CCNc1nn(CC(=O)Nc2ccc(OC)cc2)c(N)c1-c1nc(-c2ccccc2C)no1
  -10, ., -4
- Cc1noc(C)c1CNC(=O)CC1CCS(=O)(=O)C1 (centres undefined)
  ., 0, 2
- Cc1cccc(NC(=O)Cn2c3c(sc2=O)C2c4ccccc4OCC2CS3)c1 (centres undefined)
  -5, -5, -9
- Cc1ccccc1-n1ncc2c(C(C)C)nn(CC(=O)N3CCCCC3)c(=O)c21
  ., 4, -5
- CCCCc1ccc(C(=O)N(CCCOC)CC(=O)N(Cc2ccccc2)Cc2cccn2Cc2cccc(OC)c2)cc1
  -6, -5, -8
- C=Cc1cccc(CN2CCC(CNC(=O)C3CCNCC3)C2)c1 (centres undefined)
  -13, 3, 0
- CCn1c(SCC(=O)Nc2cccc(NC(C)=O)c2)nnc1-c1cccn(C)c1=O
  ., 2, -12
- Cc1ccc(C(=O)NNC(=O)c2ccoc2C)cc1F
  ., -7, -4
- CC1=NN(c2ccc(Cl)c(Cl)c2)C(=O)/C1=C/c1cc([N+](=O)[O-])ccc1O
  -2, 12, -1
- O=C(C1CCCCn2nnnc21)N1CCc2[nH]nc(-c3ccccc3)c2C1 (centres undefined)
  ., -1, -3
- O=C(NC1CC1)N1CCN(Cc2ccc(-c3ccccc3F)s2)CC1
  ., 0, -7
- CCN(CCN1CCCC1)Cc1cccnc1
  ., 5, -5
- CC1(C)ON=C(c2ccc(F)cc2)N(Cc2ccncc2)C1=O
  ., 8, -5
- Cn1cnc(S(=O)(=O)N2CCCOCCNC(=O)[C@@H]3CCC[C@@H]32)c1
  -5, ., -10
- O=C(CN1CCN(C(=O)CN2CCOCC2)CC1)Nc1cccc(F)c1
  -10, 0, -6
- COC(=O)c1ccc(NC(=O)Cn2cc(-c3ccccc3C)c(N3CCOCC3)n2)cc1
  ., -8, 4
- CCN(C(=O)C(=O)NCc1ccccc1CN1CCCC(C)C1)c1cccc(F)c1 (centres undefined)
  -17, 8, -10
- CC1CCC(N(C)C(=O)NCC(=O)N(C)CC(F)(F)F)CC1 (centres undefined)
  ., 6, -7
- CSc1cccc(CN(C(=O)Cc2ccncc2)C(C)C)c1
  ., -5, -2
- CCNC(=O)CN(CC)C(=O)C(c1cccc(Br)c1)N1CCCC1 (centres undefined)
  ., 5, -6
- O=C(Cc1cccs1)N1CCC(c2nc(-c3ccc(F)c(F)c3)no2)CC1
  2, -5, 5
- CCCn1c(=O)c(C(=O)NCc2ccco2)nn(-c2ccccc2)c1=O
  -4, -4, -7
- O=C1CON=C(c2ccccn2)N1
  ., -2, 9
- Cc1cnc(C(=O)Nc2cc(C)nn2-c2cccc(C(F)(F)F)c2)cn1
  -11, -5, -4
- Cc1ccc(OC(=O)CCn2c(=O)oc3ccccc32)c(C)c1
  -8, -1, -6
- Cc1ccc(Cc2nsc(N3CCCN(C(=O)c4ccc(Br)cc4)CC3)n2)cc1
  -6, 6, -7
- CC(=O)OC(C(=O)N1CCN(Cc2cc(=O)c(OCc3cc(C)cc(C)c3)co2)CC1)c1ccccc1 (centres undefined)
  0, 4, 3
- CN1C(=O)NC(c2ccc(C(C)(C)C)cc2)C2=C1CN(CC(=O)NCCOc1ccccc1)C2=O (centres undefined)
  -4, -2, -6
- O=C(c1cncn1-c1ccc(F)cc1)N1CCN(S(=O)(=O)c2c(Cl)cccc2Cl)CC1
  -5, -3, -1
- COc1ccc(CCN(C)c2cc(Oc3ccccc3OC)ncn2)cc1OC
  -6, 7, -6
- Cc1cccc(NC(=O)CNC(=O)CN(Cc2ccccc2)C(=O)c2ccc(C)c([N+](=O)[O-])c2)c1
  -4, 2, -1

Following part.
The line under a structure holds: mcGAS lum, NPYLR7 ag, hcGAS lum
- Cc1nc(SCc2cccc(C(=O)O)c2)nc(N2CCN(C/C=C/c3ccccc3)CC2)c1C
  -1, -13, 2
- CC(C)(C)NC(=O)N1CCC2(CCC(=O)N(CC3CC3)CC2)CC1
  -6, ., -7
- Cn1cnnc1Sc1ccc(NC(=O)CCc2cc(F)ccc2F)cc1
  -13, -5, -7
- Cc1nnc2ccc(OCCNS(=O)(=O)c3ccc(C(F)(F)F)cc3)nn12
  -7, 3, -6
- O=C(NCc1cccc(C(F)(F)F)c1)c1ccc(CSc2nnc(-c3ccccc3Cl)n2Cc2ccccc2)cc1
  -3, -3, -2
- O=C(c1cc(-c2ccccc2Cl)nn1-c1ccc(F)cc1)N1CCN(C/C=C/c2ccccc2)CC1
  -7, ., -11
- CC1(C(=O)NCc2cccc(C(F)(F)F)c2)CCN1Cc1ccc(-c2ccccn2)cc1 (centres undefined)
  ., -5, 2
- COc1ccc(OC)c(CNC(=O)c2cnn(-c3ccc(C)c(Cl)c3)c2N)c1
  ., -1, -6
- Cc1cc(C(=O)CSc2nnc(-c3ccco3)o2)c(C)n1C(C)C
  ., -1, 3
- CCOC(=O)c1ccc(NC(=O)N(CC(=O)N(Cc2ccc(F)cc2)Cc2ccco2)CC2CCCO2)cc1 (centres undefined)
  0, ., 4
- CC(C)c1ccc(NC2=NC3CS(=O)(=O)CC3S2)cc1 (centres undefined)
  ., 1, 2
- COC(=O)C(C)n1cnc2c(nnn2-c2ccccc2)c1=O (centres undefined)
  ., 4, 1
- C=CCNC(=O)N1CCN(C(C(=O)NCCc2ccccc2OC)C2CCCC2)CC1 (centres undefined)
  -5, -7, -5
- CCOC(=O)c1[nH]c2c(c1C)C(=O)CCC2
  ., 1, 1
- O=C(CCc1ccccc1)N(Cc1cccnc1)Cc1nccn1Cc1ccccc1C(F)(F)F
  -5, 16, -11
- Cc1cc(C(=O)O)ccc1-n1c(C)cc(C=C2SC(=O)N(C)C2=O)c1C
  -4, -2, -2
- CC(=O)Oc1c(C)cc(CN(C)Cc2n[nH]c3c2CCC3)cc1C
  ., -3, -9
- Cc1cc(NC(=O)Cc2ccc(F)cc2)n(-c2nc3c(cnn3-c3ccc(C)c(C)c3)c(=O)[nH]2)n1
  -7, ., 1
- COc1ccc(-n2[nH]c3cc(=O)n(Cc4ccccc4)c(C)c3c2=O)cc1
  -7, -9, -4
- COc1cccc(Cc2nsc(Oc3cc(C(=O)NCCCN4CCCCC4C)ccc3C)n2)c1 (centres undefined)
  -4, -6, -1

Seven structures already listed, arranged by formula weight, ascending:
The line under a structure holds: mcGAS lum, NPYLR7 ag, hcGAS lum
- CCOC(=O)c1[nH]c2c(c1C)C(=O)CCC2
  ., 1, 1
- COC(=O)C(C)n1cnc2c(nnn2-c2ccccc2)c1=O (centres undefined)
  ., 4, 1
- CC(C)c1ccc(NC2=NC3CS(=O)(=O)CC3S2)cc1 (centres undefined)
  ., 1, 2
- CC(=O)Oc1c(C)cc(CN(C)Cc2n[nH]c3c2CCC3)cc1C
  ., -3, -9
- Cc1cc(NC(=O)Cc2ccc(F)cc2)n(-c2nc3c(cnn3-c3ccc(C)c(C)c3)c(=O)[nH]2)n1
  -7, ., 1
- O=C(CCc1ccccc1)N(Cc1cccnc1)Cc1nccn1Cc1ccccc1C(F)(F)F
  -5, 16, -11
- COc1cccc(Cc2nsc(Oc3cc(C(=O)NCCCN4CCCCC4C)ccc3C)n2)c1 (centres undefined)
  -4, -6, -1

Other structures follow:
The line under a structure holds: mcGAS lum, NPYLR7 ag, hcGAS lum
- CCN(Cc1ccccc1Cl)C(=O)CCNC(=O)c1ccccc1F
  ., 10, -9
- Cn1c(C(C#N)c2csc(N3CCCCC3)n2)nc2ccccc21 (centres undefined)
  35, 0, -6
- C=CCNS(=O)(=O)c1ccc(Cl)cc1
  ., -9, -5
- CC1CCN(C2CC(=O)N(c3ccc(S(=O)(=O)N4CCOCC4)cc3)C2=O)CC1 (centres undefined)
  ., 4, -1
- CN(Cc1cc(-c2ccccc2)no1)Cc1ccnn1-c1ccccc1
  ., 6, 0
- CCOc1ccc(C(C)C)cc1S(=O)(=O)NCCn1ncccc1=O
  ., 1, -10
- CCOC(=O)Cn1c(=NC(=O)c2ccn(C)n2)sc2cc(S(C)(=O)=O)ccc21
  -3, 1, 3
- CCS(=O)(=O)N1CCCC(COCc2ccccc2)C1 (centres undefined)
  ., -2, -7
- CN1CCN(NC(=S)N=P(c2ccccc2)(N2CCOCC2)C(C)(C)C)CC1 (centres undefined)
  ., -7, -7
- OCCC1CN(c2nc(-c3ccncc3)nc3c2CCNCC3)CCO1 (centres undefined)
  ., -2, -2
- NCC(O)C1CCCCCCC1 (centres undefined)
  -3, -2, -1
- CCc1nnc(NC(=O)CCN2C[C@@H]3[C@@H]4CC[C@@H](C4)[C@@H]3C2)s1
  ., -6, -3
- O=C(CC1OCCc2ccsc21)N1CCN(CCO)CC1 (centres undefined)
  ., 2, -2
- CCOC(=O)CCCNC(=O)N1CCN(c2ncccc2C(=O)NCc2cccs2)CC1
  -5, 4, -4
- CCCc1cc(=O)[nH]c(-n2nc(C)cc2NC(=O)CCc2ccc(OC)cc2)n1
  -6, 8, -3
- CCc1ccc(C(=O)c2c(N)c(C(=O)Nc3ccccc3C)c3ccccn23)cc1
  -6, 1, -6
- CN(C)S(=O)(=O)c1ccc(-c2cn3cc(Cl)ccc3n2)cc1
  ., -1, -8
- Cc1cccc2nc(-c3cccc(F)c3)c(NC(C)(C)C)n12
  13, 1, -6
- Cc1oc(-c2cccs2)nc1-c1c(-c2ccccc2)ncn1CCCO
  ., 10, -8
- CC(C)N=c1ccccn1C(=O)C1CC(=O)N(c2ccc3c(c2)OCCO3)C1 (centres undefined)
  ., 4, -12

Of the compounds above, 8 have an aryl thioether with sulfur outside any ring.
The line under a structure holds: mcGAS lum, NPYLR7 ag, hcGAS lum
- N#Cc1ccccc1CSc1nnc(NC(=O)CSc2ccccc2)s1
  -5, 1, -3
- Cc1ccc(NC(=O)c2ccc(CSc3nc(Cl)cc(N4CCN(C/C=C/c5ccccc5)CC4)n3)cc2)cc1C
  -3, 7, -5
- CCn1c(SCC(=O)Nc2cccc(NC(C)=O)c2)nnc1-c1cccn(C)c1=O
  ., 2, -12
- CSc1cccc(CN(C(=O)Cc2ccncc2)C(C)C)c1
  ., -5, -2
- Cc1nc(SCc2cccc(C(=O)O)c2)nc(N2CCN(C/C=C/c3ccccc3)CC2)c1C
  -1, -13, 2
- Cn1cnnc1Sc1ccc(NC(=O)CCc2cc(F)ccc2F)cc1
  -13, -5, -7
- O=C(NCc1cccc(C(F)(F)F)c1)c1ccc(CSc2nnc(-c3ccccc3Cl)n2Cc2ccccc2)cc1
  -3, -3, -2
- Cc1cc(C(=O)CSc2nnc(-c3ccco3)o2)c(C)n1C(C)C
  ., -1, 3

New compounds follow:
The line under a structure holds: mcGAS lum, NPYLR7 ag, hcGAS lum
- CCc1nccc(-c2nccn2-c2cccc(NS(=O)(=O)N(C)C)c2)n1
  1, 19, 1
- Cc1cc2c(SCC(=O)Nc3ccccc3[N+](=O)[O-])ncnc2s1
  ., -10, 2
- O=C(CSc1nnc(C2CC2)o1)NN1C(=O)NC2(CCCCC2)C1=O
  ., 1, -4
- COc1cccc(N2CCC(N3CC(c4ccncc4)C3)CC2)c1
  2, 2, 5
- CC(C)(C)Nc1c([N+](=O)[O-])c(=O)sc2ccccc12
  3, -4, 2
- Cc1ccc(OCc2cc(C(=O)N(C)CCc3ccccc3)no2)cc1C
  -3, 22, -5
- Cc1c(S(=O)(=O)N2CCc3ccccc3C2)c(=O)n(C)c(=O)n1C
  -4, 1, -1
- CN1CCN(C(=O)c2cc3n(n2)CCN(c2cc(-n4cccn4)ncn2)C3)CC1
  -12, -6, -5
- CN(CCN1CCN(c2ccccc2)CC1)C(=O)CC1CCCO1 (centres undefined)
  ., 6, -13

Compound activity from PubChem BioAssay.
